# Assay outcomes as filed in PubChem.
# Gli-Sufu block = Gli-Sufu pathway antagonism. Sufu-KO-LIGHT fibroblasts, Gli luciferase reporter luminescence. inhibition, % at 5 µM. hit rate 0.74% among 340,000. AID 588413;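 active = inhibition above about 55%, limit read from the data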;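 note: 0% = DMSO-treated cells and 100% = wells with medium but no cells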
# CXCR6 block = inhibitors of human CXCR6 receptor. hit rate 0.36% among 360,000. O00574. inhibition, % at 20 µM. CHO-K1 PathHunter CXCR6 beta-arrestin, luminescence. AID 602244; in the data active = inhibition above about 34%, passing the limit was not always enough;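 note: antagonist mode with CXCL16 agonist at 10 nM final; 0% = 10 nM CXCL16 with DMSO and 100% = unstimulated wells without agonist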
# Target sequence (O00574 whole entry, looked up): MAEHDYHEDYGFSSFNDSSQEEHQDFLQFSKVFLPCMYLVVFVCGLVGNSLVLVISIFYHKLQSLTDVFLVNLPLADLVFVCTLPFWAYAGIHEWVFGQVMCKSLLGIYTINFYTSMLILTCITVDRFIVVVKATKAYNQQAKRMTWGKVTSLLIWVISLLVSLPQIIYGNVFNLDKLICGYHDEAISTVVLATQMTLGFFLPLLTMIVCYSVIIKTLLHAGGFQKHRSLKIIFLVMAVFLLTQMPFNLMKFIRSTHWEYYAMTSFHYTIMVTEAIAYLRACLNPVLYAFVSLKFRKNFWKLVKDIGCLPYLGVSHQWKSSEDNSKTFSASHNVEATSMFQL
# EBI2 block = blocks human EBI2 receptor beta-arrestin signaling | EBI2 beta-arrestin recruitment, luminescence, 7a,25-OHC stimulated | AID 651636 | P32249 | hit rate 0.81% among 360,000 | inhibition, % at 5 µM; in the data active = inhibition above about 38%;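 note: enzyme fragment complementation signal reports receptor beta-arrestin coupling in cells; 0% = agonist plus DMSO wells and 100% = wells without agonist; some results beyond the cut were filed as inactive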
# Target sequence (P32249 whole entry, looked up, the tested form may be a part): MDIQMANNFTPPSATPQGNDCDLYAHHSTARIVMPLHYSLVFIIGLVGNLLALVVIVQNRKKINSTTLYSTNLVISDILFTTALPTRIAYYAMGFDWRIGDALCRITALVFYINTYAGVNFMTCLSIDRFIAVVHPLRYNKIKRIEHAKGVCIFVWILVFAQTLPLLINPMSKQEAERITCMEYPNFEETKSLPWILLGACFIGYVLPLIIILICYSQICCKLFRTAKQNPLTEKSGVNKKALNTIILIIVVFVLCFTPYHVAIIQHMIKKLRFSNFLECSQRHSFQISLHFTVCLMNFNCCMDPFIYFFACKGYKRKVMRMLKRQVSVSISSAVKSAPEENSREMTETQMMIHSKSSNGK
# A3A deaminase = inhibitors of human APOBEC3A DNA deaminase; recombinant A3A, FAM/TAMRA ssDNA deamination fluorescence; inhibition, % at 20 µM; hit rate 0.41% among 330,000; AID 493011;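 active = at least 40% inhibition at 20 µM here, with at most 30% in a related deaminase screen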;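 note: plate controls were A3A with DMSO for no effect and wells lacking A3A enzyme for full effect; some results filed as inactive read as strong as hits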
# MPTP inh = blocks calcium-induced mitochondrial swelling. isolated mouse mitochondria, Ca2+ swelling absorbance, 30 min. inhibition, % at 10 µM. hit rate 1.4% among 360,000. AID 602449;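 active = inhibition of 50% or more, scaled per plate between neutral and stimulator controls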;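 note: 0% = DMSO wells given calcium and 100% = 1 mM EGTA wells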
# CCR6 antag = CCR6 (human) receptor antagonism. P51684. AID 493098. inhibition, % at 20 µM. hit rate 0.49% among 340,000. CHO-K1 CCR6 PathHunter beta-arrestin, luminescence, CCL20-stimulated;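 active = compounds whose inhibition of the agonist-driven luminescence signal at 20 µM reaches about 50%, limit read from the data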;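 note: cells stimulated with CCL20 at 14 nM final; plate controls were DMSO with CCL20 for no effect and DMSO without agonist for full effect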
# Target sequence (P51684 whole entry, looked up): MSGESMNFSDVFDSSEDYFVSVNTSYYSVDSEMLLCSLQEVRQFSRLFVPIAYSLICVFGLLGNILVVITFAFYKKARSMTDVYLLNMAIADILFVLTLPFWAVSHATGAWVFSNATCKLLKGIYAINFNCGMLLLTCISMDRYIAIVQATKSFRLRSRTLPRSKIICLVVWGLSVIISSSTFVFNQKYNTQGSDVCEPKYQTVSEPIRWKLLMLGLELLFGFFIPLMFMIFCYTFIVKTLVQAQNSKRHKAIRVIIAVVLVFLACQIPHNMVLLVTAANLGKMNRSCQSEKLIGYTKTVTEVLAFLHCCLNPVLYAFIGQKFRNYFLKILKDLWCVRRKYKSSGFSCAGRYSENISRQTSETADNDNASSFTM
# A3G deaminase = blocks human APOBEC3G single-stranded DNA deamination; recombinant A3G, ssDNA deamination FAM/TAMRA fluorescence; inhibition, % at 20 µM; hit rate 0.28% among 330,000;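 active = inhibition of at least 40% at 20 µM, with no more than 30% in the related APOBEC3A deaminase screen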;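 note: plate controls were DMSO wells with A3G for no effect and wells lacking A3G enzyme for full effect; some compounds called inactive have numbers as strong as hits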
# NR3A LBD binder = modulates the human NR3A ligand-binding domain; hit rate 2.5% among 340,000; Tm shift relative to glycine control, % at 25 µM; NR3A LBD differential scanning fluorimetry, Tm shift; 0% = protein alone, 100% = glycine-bound protein;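 active = melting temperature shift of at least 10% of the positive control shift, at one fixed dose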
# Starred values were filed as active, the others as inactive; · = not tested or not shown.
No.	Structure	Gli-Sufu block	CXCR6 block	EBI2 block	A3A deaminase	MPTP inh	CCR6 antag	A3G deaminase	NR3A LBD binder
1	CN(C)CC#CCn1c2ccccc2c2ccccc21	6	-8	6	0	-0.6	13	-3	1
2	CC(Cc1ccsc1)NCc1cn[nH]c1-c1ccc(F)cc1F (centres undefined)	11	-2	-8	0	1.0	3	-2	0
3	c1ccc2c(c1)cc1ccc3cccc4ccc2c1c34	13	-30	-32	·	2.7	-10	·	0
4	Cc1cc(Br)c(NC(=O)CN2CC=C(c3ccccc3)CC2)c(Br)c1	7	-2	3	-3	1.4	9	-7	-2
5	COc1cccc(-n2c(CN3CCN(C)CC3)nc3ccc([N+](=O)[O-])cc3c2=O)c1	0	-4	1	0	-0.3	16	-10	-3
6	Cc1cc(OCC(=O)N2CCCN(C)CC2)ccc1Cl	-10	3	19	-4	-0.1	7	-8	-1
7	COc1ccc(C(C)=O)cc1CC(C(=O)c1ccc(C)c(C)c1)N(C)C (centres undefined)	9	3	8	-1	1.0	12	0	0
8	CC[n+]1c(/C=C/C=C/c2ccc(N(C)C)cc2)sc2ccccc21	87*	53*	13	-2	134*	70*	-13	-2
9	O=C(O)c1ccc(-[n+]2c(-c3ccccc3)cc(-c3ccccc3)cc2-c2ccccc2)cc1	-5	-12	-18	-2	0.9	-2	-5	-3
10	CCc1cccc(CC)c1NC(=S)N1CC2CC(C1)c1cccc(=O)n1C2 (centres undefined)	-5	7	-7	-4	0.5	8	-4	-1
11	O=P(Oc1ccccc1)(Oc1ccccc1)C(O)c1ccc(Cl)cc1 (centres undefined)	-4	-2	2	-1	0.8	0	-5	-3
12	COC(=O)C1=C(c2cccc(C#N)c2)C[C@@H]2CC[C@H]1N2C(=O)NCc1ccco1	-16	7	-6	-4	0.8	0	-11	0
13	CC12CCC3C(CC=C4CC5(CCC43C)OCCO5)C1CCC2=O (centres undefined)	-9	-14	5	-3	0.6	10	-9	-1
14	CCCCN1C(=O)NC(=O)C2(Cc3ccccc3N3CCOCC32)C1=O (centres undefined)	11	-2	-1	-1	0.3	-3	-2	-2
15	CN1C(=O)C(=Cc2ccccc2OCc2ccccc2Cl)C(=O)N(C)C1=O	-5	-4	-10	-5	61*	3	3	-1
16	CC(=O)N1Cc2cnnn2-c2ccccc2C1(C#N)Cc1ccccc1 (centres undefined)	0	2	-3	·	0.4	10	·	3
17	CCCCCCCSc1cc(OC)c(CCNC)cc1OC	10	15	-3	-3	11	39	0	-1
18	COc1ccc(/C=C2\C(=O)NC(=S)N(C)C2=O)cc1C	10	-3	-4	-2	-2.7	7	37	-1
19	C#C[C@]1(O)CCC2C3CCC4=C/C(=N/OCC(=O)NC(C)C(=O)NC(CCSC)C(=O)O)CC[C@]4(C)C3CC[C@@]21C (some centres undefined)	-5	11	-6	-8	1.2	-2	-9	-2
20	CCN(CC)C(=O)c1ccc(NC(=O)Cn2nc(C)c3ccccc3c2=O)cc1	3	10	-8	-2	0.1	16	3	0
21	O=C1NC(=O)N(Cc2ccco2)C(=O)/C1=C/c1cccn1CCOc1ccccc1Cl	9	-4	3	36	-1.2	-10	-4	3
22	COc1ccc(C(=O)C(Cc2ccccc2)N(C)C)cc1 (centres undefined)	24	0	13	4	-1.0	14	0	7
23	COc1ccc2c(c1OC)C(=O)OC2c1c(O)n(C2CCCCC2)c(=O)[nH]c1=O (centres undefined)	-1	6	-12	3	-1.0	11	-3	1
24	O=C(NC1CCCCC1)N1Cc2ccccc2-n2nncc2C1	-16	-5	1	·	-0.9	11	·	-1

# Only A3G deaminase, CCR6 antag and A3A deaminase (two entries from above):
no. | smiles | A3G deaminase | CCR6 antag | A3A deaminase
16 | CC(=O)N1Cc2cnnn2-c2ccccc2C1(C#N)Cc1ccccc1 (centres undefined) | · | 10 | ·
17 | CCCCCCCSc1cc(OC)c(CCNC)cc1OC | 0 | 39 | -3

# An excerpt of these results, with one line to a screen.
18: COc1ccc(/C=C2\C(=O)NC(=S)N(C)C2=O)cc1C
17: CCCCCCCSc1cc(OC)c(CCNC)cc1OC
14: CCCCN1C(=O)NC(=O)C2(Cc3ccccc3N3CCOCC32)C1=O (centres undefined)
22: COc1ccc(C(=O)C(Cc2ccccc2)N(C)C)cc1 (centres undefined)
16: CC(=O)N1Cc2cnnn2-c2ccccc2C1(C#N)Cc1ccccc1 (centres undefined)
Compound | 18 | 17 | 14 | 22 | 16
Gli-Sufu block | 10 | 10 | 11 | 24 | 0
CXCR6 block | -3 | 15 | -2 | 0 | 2
EBI2 block | -4 | -3 | -1 | 13 | -3
A3A deaminase | -2 | -3 | -1 | 4 | ·
MPTP inh | -2.7 | 11 | 0.3 | -1.0 | 0.4
CCR6 antag | 7 | 39 | -3 | 14 | 10
A3G deaminase | 37 | 0 | -2 | 0 | ·
NR3A LBD binder | -1 | -1 | -2 | 7 | 3

# Other results:
No.	Structure	Gli-Sufu block	CXCR6 block	EBI2 block	A3A deaminase	MPTP inh	CCR6 antag	A3G deaminase	NR3A LBD binder
25	COc1ccc(CCN)cc1OC	5	2	-3	-3	-0.1	1	-6	0
26	COc1cc2c(cc1OC)C1C(=O)c3ccc4c(c3OC1CO2)CC(C(C)C)O4 (centres undefined)	85*	-8	-18	·	103*	20	·	-2
27	O=C(Cc1ccccc1)N1CCN(C/C=C/c2ccccc2)CC1	3	2	12	6	-2.3	-11	-4	2
28	CCN(CC)C(=O)c1ccc(NC(=O)c2cccc(S(=O)(=O)N3CCN(Cc4ccccc4)CC3)c2)cc1	47	-2	-7	2	9.7	12	-6	-4
29	CC(C)(C)[C@]1(O)C[C@@H]2OC(=O)C[C@@]23C(=O)O[C@@H]2OC(=O)[C@H](O)[C@]213	19	-4	-3	2	-0.4	-1	-3	-1
30	N#CC1(c2ccccc2)CCN(C2CC(=O)N(c3ccc4c(c3)OCO4)C2=O)CC1 (centres undefined)	-3	-4	1	-3	2.3	9	-4	0
31	CCN(CC)S(=O)(=O)c1ccc(C)c(NCC(=O)Nc2ccc(C#N)c(Cl)c2)c1	19	-7	10	0	77*	8	4	6
32	Cc1ccc(C2N3CCCN23)cc1 (centres undefined)	11	3	-5	0	-0.5	1	-4	-1
33	Cn1cc(C(=O)OCC(=O)Nc2ccccc2)c2ccccc21	-3	-5	-8	-4	-0.5	4	-7	3
34	COc1cc(N2CCOCC2)ccc1C=C1C(=O)NC(=O)NC1=O	-17	-3	1	0	14	3	-3	4
35	CC(C)CCP(=O)(O)c1ccccc1	-1	6	-3	-4	-2.5	8	-7	-1
36	CN1CCC2(CC1)NC(=O)C1=C(CN(C)CC1)N2	-2	-7	-12	4	1.0	7	2	-1
37	O=C(Cn1c(=O)n(CC2CS2)c2ccccc21)N1CCCCC1 (centres undefined)	0	7	-13	-1	-1.7	10	-1	-1
38	Clc1ccc(C(Cn2ccnc2)OCc2csc3c(Cl)cccc23)c(Cl)c1 (centres undefined)	34	14	14	3	6.1	4	-1	-5
39	O=C(CF)N(O)c1ccc(C=Cc2ccccc2)cc1	3	-3	13	·	-0.9	9	·	3
40	C=CCn1c(O)c(C=NCCN2CCNCC2)c(=O)[nH]c1=O	-3	-2	3	-2	-0.1	3	-7	-4
41	Cc1c(C=C2C(=O)NC(=O)NC2=O)c(=O)n(-c2ccccc2)n1C	-17	3	-5	0	-3.0	0	-9	0
42	COC(=O)C1=C(c2ccc(S(C)(=O)=O)cc2)C[C@@H]2CC[C@H]1N2C(=O)NCc1ccccc1	-3	-9	-6	3	0.3	-16	1	-1
43	CC(=O)Nc1nc(CCl)cs1	-2	2	2	3	-1.6	4	-1	0
44	C1=C(c2c[nH]c3ccccc23)CCN(Cc2ccccc2)C1	55*	4	-4	4	3.9	-2	-5	0
45	CCCCn1c(=O)c(C=Nc2ccc(Cl)cc2)c(O)n(Cc2ccco2)c1=O	0	4	6	1	2.2	3	-2	0
46	COC(=O)C1=C(c2c(C)noc2C)C[C@@H]2CC[C@H]1N2C(=O)NCCOc1ccccc1Cl	-11	5	3	0	1.2	12	-8	3
47	CC(Cc1ccccc1)[n+]1cc(/N=C(\N)[O-])on1 (centres undefined)	4	-5	-1	-6	-1.7	8	-6	0
48	Cc1ccc(C)c(NC2=NCCCS2)c1	1	2	0	-5	4.2	-24	-6	-3
49	c1ccc(CNC2CN3CCC2CC3)cc1 (centres undefined)	0	0	-5	·	-4.1	2	·	1
50	CSc1ncc(CN2CCCC(C(=O)c3ccccc3SC)C2)cn1 (centres undefined)	-7	-6	-10	1	-0.2	0	-6	-2
51	C=CCn1c(O)c(C(C)=NCc2ccc3c(c2)OCO3)c(=O)[nH]c1=O	6	2	1	-2	-1.0	3	-13	1
52	Cc1ccc(-n2c(O)c(/C=N/N3CCCCCC3)c(=O)[nH]c2=O)cc1C	-1	-2	-13	-3	2.4	-3	-10	1
53	COc1ccc(OCC(=O)N2CCN(Cc3ccc4c(c3)OCO4)CC2)cc1	2	-1	86*	4	0.9	7	2	0
54	CCCNC(=O)N1[C@H]2CC[C@@H]1C(C(=O)OC)=C(c1cc3ccccc3s1)C2	16	8	-8	-4	5.5	8	-8	0
55	CC(=O)NC1=C(N2CC2C)C(=O)C(NC(C)=O)=C(N2CC2C)C1=O (centres undefined)	13	-18	-28	·	-0.4	0	·	0
56	Nc1ncnc2c1ccn2[C@@H]1O[C@H](CO)[C@@H](O)[C@H]1O	23	-5	3	-2	-0.4	9	-5	1
57	CCCCOCCCn1c(N)c(C(=O)OCCOC)c2nc3ccccc3nc21	5	14	5	-5	1.2	1	1	-1
58	O=C(O)C(O)(c1ccccc1)C1CCCCC1 (centres undefined)	-2	-3	-8	5	-0.4	-8	-2	-1
59	CCCCCCC[n+]1ccc(-c2cc[n+](CCCCCCC)cc2)cc1	13	-18	-11	58*	-3.3	-3	28	2
60	CC1=C(C/C(C)=C/c2ccccc2)/C(=C/CO)[C@H](O)[C@](C)(O)C12CC2	-4	0	3	-1	2.7	-9	-3	-6
61	C=CCn1c(O)c(C(CC)=NCCC2=CCCCC2)c(=O)[nH]c1=O	14	1	15	-4	2.8	17	-5	0
62	C[N+]1(C)C2CCC1CC(OC(=O)C(CO)c1ccccc1)C2 (centres undefined)	-6	-3	-5	68*	-0.2	-7	17	0
63	CCCCC1(CCO)C(=O)NC(=S)NC1=O	6	6	8	·	-1.6	-1	·	2
64	COC1CCCCC1NCCc1ccccc1 (centres undefined)	4	-4	0	0	0.0	10	0	0
65	CCCCn1c(=O)c(C(=O)NCc2ccco2)c(O)c2ccccc21	2	-5	5	-1	3.3	10	-3	1
66	COc1ccc(C2=NCC(=O)N(CC(=O)NCc3ccco3)c3sc4c(c32)CCCC4)cc1	-1	-3	0	-2	0.4	18	-5	·
67	O=C1NC(=O)[C@]2(Cc3ccccc3N3CCN(c4ccccc4)CC32)C(=O)N1Cc1ccccc1 (some centres undefined)	10	-1	8	-5	1.0	3	13	-4
68	CN1CCc2nc(SCc3ccccc3Br)c(C#N)cc2C1	-3	38	-6	3	-2.4	31	-8	-1
69	Nc1cc(Cl)cc(Cl)c1	15	-4	-3	-4	-1.2	-9	-6	0
70	O=C1/C(=C/c2ccccc2Cl)N2CCC1CC2	6	-5	-2	-1	1.6	11	-7	-1
71	Brc1ccc(CN2CCNCC2)s1	-5	-3	-5	-3	-3.4	-16	-8	2
72	CCCCn1c(O)c(/C=N/N2CCCCC2c2cccnc2)c(=O)[nH]c1=S (centres undefined)	2	2	-5	-3	0.5	13	-10	-1
73	O=C(c1cc2ccccn2n1)N1CCC2(CC1)OCCO2	3	1	-1	4	-1.1	-16	-1	-1
74	CCCNS(=O)(=O)c1ccc(OCC(=O)N2CCN(Cc3ccc4c(c3)OCO4)CC2)cc1	11	7	-20	0	34	-2	-1	0

# Some values from above.
# For MPTP inh, cpd 74 is entered as 34
# For CXCR6 block, cpd 73 is entered as 1
# For CXCR6 block, cpd 70 is entered as -5
# For MPTP inh, cpd 72 is entered as 0.5

# Only part of the results is shown (hit frequency here may not be typical).
